Compound activity (PubChem BioAssay)
LYPLA1 inh = blocks human lysophospholipase 1, a PME1 counter-screen; 320,000 tested, 0.16% active; recombinant LYPLA1, FP-Rh probe fluorescence polarization; O75608; inhibition, % at 5.9 µM; AID 2174;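 active means inhibition above the mean of all tested compounds plus 3 SD, set per campaign, cut at about 14% in these data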;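 further: inhibitors block serine hydrolase probe labeling of LYPLA1 so polarization falls; 0% = enzyme with DMSO and 100% = wells lacking LYPLA1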
PAFAH1B3 inh = PAFAH1B3 (human) inhibition. recombinant PAFAH1B3, FP-rhodamine probe, fluorescence polarization. inhibition, % at 3.39 µM. 340,000 tested, 0.28% active;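 active means inhibition above the screen-wide average of all tested compounds plus 3 SD, cut at about 25% in these data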;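 further: 0% = enzyme with DMSO only and 100% = wells lacking PAFAH1B3 protein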
Target sequence (Q15102 whole entry, looked up): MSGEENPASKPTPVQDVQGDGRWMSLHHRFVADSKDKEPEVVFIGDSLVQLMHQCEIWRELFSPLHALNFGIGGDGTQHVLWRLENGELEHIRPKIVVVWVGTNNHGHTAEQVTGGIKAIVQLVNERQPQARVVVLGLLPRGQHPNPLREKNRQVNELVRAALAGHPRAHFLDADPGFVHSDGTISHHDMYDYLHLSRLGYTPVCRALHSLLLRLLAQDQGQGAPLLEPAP
PME-1 inh = PME-1 (human) inhibition. Q9Y570. recombinant PME-1, FP-Rh probe fluorescence polarization. 320,000 tested, 0.53% active. inhibition, % at 5.9 µM;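 active means inhibition above the campaign mean of all compounds plus 3 SD, cut at about 26% in these data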;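 further: competitive labeling of PME-1 active site by serine hydrolase directed probe; 0% = PME-1 with DMSO and 100% = wells lacking PME-1 enzyme; inhibitors block probe labeling so polarization falls and inhibition rises; many of its hits are not listed in these tables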
Target sequence (Q9Y570 whole entry, looked up): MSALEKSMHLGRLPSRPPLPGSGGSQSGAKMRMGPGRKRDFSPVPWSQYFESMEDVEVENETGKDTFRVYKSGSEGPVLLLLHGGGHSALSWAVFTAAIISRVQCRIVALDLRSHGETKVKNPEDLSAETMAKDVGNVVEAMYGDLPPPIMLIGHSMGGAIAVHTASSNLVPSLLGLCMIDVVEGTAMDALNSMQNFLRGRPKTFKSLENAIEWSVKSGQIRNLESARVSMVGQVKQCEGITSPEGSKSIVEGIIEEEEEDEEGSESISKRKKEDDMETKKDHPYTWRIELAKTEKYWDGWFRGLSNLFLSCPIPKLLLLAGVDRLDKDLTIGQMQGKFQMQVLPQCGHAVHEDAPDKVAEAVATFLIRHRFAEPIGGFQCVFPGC
PAFAH1B2 inh = PAFAH1B2 (human) inhibition | P68402 | recombinant PAFAH1B2, FP-rhodamine activity probe, fluorescence polarization | inhibition, % at 3.39 µM | 340,000 tested, 1.2% active | AID 492953;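 active means inhibition above the mean of all tested compounds plus 3 SD, cut at about 24% in these data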;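 further: 0% = enzyme with DMSO and 100% = wells lacking PAFAH1B2; many of its hits are not listed in these tables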
Target sequence (P68402 whole entry, looked up): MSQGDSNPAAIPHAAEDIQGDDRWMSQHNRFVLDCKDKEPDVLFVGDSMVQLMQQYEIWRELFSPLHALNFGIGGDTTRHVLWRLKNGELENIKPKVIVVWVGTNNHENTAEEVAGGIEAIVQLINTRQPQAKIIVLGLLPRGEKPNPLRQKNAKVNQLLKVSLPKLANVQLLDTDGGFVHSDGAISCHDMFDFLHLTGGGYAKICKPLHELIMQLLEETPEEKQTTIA
LYPLA2 inh = counter-screen for PME1 inhibitors: inhibitors of human LYPLA2; O95372; recombinant LYPLA2, FP-Rh probe fluorescence polarization; inhibition, % at 5.9 µM; 320,000 tested, 0.38% active;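 active means inhibition above the screen-wide mean plus 3 SD, limit set per campaign, cut at about 26% in these data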;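 further: 0% = LYPLA2 with DMSO and 100% = wells lacking LYPLA2 enzyme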
Target sequence (O95372 whole entry, looked up): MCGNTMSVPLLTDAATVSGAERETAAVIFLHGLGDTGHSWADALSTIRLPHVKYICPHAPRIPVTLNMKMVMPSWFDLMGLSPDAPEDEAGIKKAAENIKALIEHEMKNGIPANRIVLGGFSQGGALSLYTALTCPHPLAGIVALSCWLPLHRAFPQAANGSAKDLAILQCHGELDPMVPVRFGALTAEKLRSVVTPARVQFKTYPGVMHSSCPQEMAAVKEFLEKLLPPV
PAD4 inh = blocks human protein arginine deiminase 4 | Q9UM07 | recombinant PAD4, RCA probe fluorescence polarization | inhibition, % at 6.36 µM | 330,000 tested, 0.41% active;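 active means percent inhibition above a cutoff equal to the mean of all tested compounds plus 3 SD, cut at about 15% in these data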;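 further: 0% = PAD4 with RCA probe and DMSO and 100% = probe without PAD4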
pPAFAH inh = pPAFAH (human) enzyme inhibition | Q13093 | recombinant pPAFAH, FP-rhodamine probe fluorescence polarization | inhibition, % at 3.39 µM | 330,000 tested, 1.5% active;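 active means inhibition above the mean inhibition across the screen plus 3 SD, cut at about 25% in these data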;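 further: inhibitors block binding of the rhodamine activity-based probe so polarization drops; 0% = enzyme with DMSO and 100% = wells lacking pPAFAH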
PAFAH2 inh = inhibitors of human PAFAH2; Q99487; inhibition, % at 3.39 µM; recombinant PAFAH2, FP-rhodamine activity probe, fluorescence polarization; 340,000 tested, 0.99% active;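 active means inhibition above the mean over all tested compounds plus 3 SD, cut at about 30% in these data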;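 further: inhibitors block probe labeling of enzyme so polarization drops; 0% = enzyme with DMSO and 100% = wells lacking PAFAH2 protein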
GSTO1 inh = counter-screen for RBBP9 inhibitors: inhibitors of human GSTO1; P78417; recombinant GSTO1, activity-based probe fluorescence polarization; inhibition, % at 5.96 µM; 300,000 tested, 1.1% active; AID 1974;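 active means inhibition above the campaign mean inhibition plus 3 SD, cut at about 35% in these data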;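 further: 0% = GSTO1-1 with DMSO and 100% = wells lacking GSTO1-1 enzyme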
Active calls of the source: *; / = no result given. An excerpt; the hit share may differ from the screen's.

(1) CC1C=CCC2C(=O)N(c3cc(Cl)ccc3O)C(=O)C12 (stereo not given)
(2) c1ccc(-c2ccccc2OCCCCN2CCCCCC2)cc1
(3) Cc1ccc(S(=O)(=O)/N=C2/NC(=O)/C(=C\c3ccco3)S2)cc1
(4) Cc1c(CCC(=O)O)c(=O)oc2c(C)c(OCc3ccccc3Cl)ccc12
(5) CCOC(=O)c1ccc(CSc2n[nH]c(C)n2)o1
(6) CCN(CC)C(=O)N1c2ccccc2C=Cc2ccccc21
(7) O=C1OC(Nc2ccc(F)cc2F)c2ccccc21 (stereo not given)
(8) CCOc1ccc(S(=O)(=O)Nc2ccccc2C(=O)N/N=C/c2c(OC)ccc3ccccc23)cc1
(9) CC(C)(C)N(Cc1ccccc1)C(=O)COC(=O)c1ccc(N2CCCC2=O)cc1
(10) COc1cc(SC)ccc1C(=O)Nc1c(Cl)cncc1Cl

compound no.	1	2	3	4	5	6	7	8	9	10
LYPLA1 inh	0	6	-1	-5	-2	-2	4	-28	/	0
PAFAH1B3 inh	2	0	4	15	1	9	-11	13	3	-2
PME-1 inh	-1	3	-6	4	4	4	4	-41	/	1
PAFAH1B2 inh	6	4	1	7	-3	11	-1	7	8	-1
LYPLA2 inh	0	3	2	6	-2	3	6	-49	/	6
PAD4 inh	-1	2	-10	-1	2	2	-3	-2	-2	-3
pPAFAH inh	-3	4	15	16	1	1	-4	10	-5	2
PAFAH2 inh	30	6	-5	13	-9	-5	1	-6	-2	3
GSTO1 inh	10	0	-33	-2	2	8	1	-14	/	5

(11) CCOc1cccc(CNCc2ccc(C(=O)O)cc2)c1
(12) CN(C)S(=O)(=O)c1ccc(C(=O)NNC(=O)C2COc3ccccc3O2)cc1 (stereo not given)
(13) Cc1ccc(NC(=O)CCC(=O)OCc2ccc(Br)cc2)cc1
(14) CC(C)c1nc2sc3c(c2c(=O)o1)CCCC3
(15) CCc1nccn1S(=O)(=O)c1ccc(OC)c(C)c1C
(16) O=C(Oc1cncc(Cl)c1)c1ccco1
(17) c1cn2c(Nc3ccc4c(c3)OCCO4)c(-c3ccc(N4CCOCC4)cc3)nc2cn1
(18) O=C(CN1C(=O)S/C(=C\c2cccs2)C1=O)Nc1ccc(O)c(C(=O)O)c1
(19) COc1ccc(NC2CCCN(C(=O)CSc3ccccc3)C2)cc1 (stereo not given)
(20) COc1ccc(NC(=O)Cn2c([N+](=O)[O-])cnc2C)cc1Cl

compound no.	11	12	13	14	15	16	17	18	19	20
LYPLA1 inh	0	2	0	-2	1	0	1	2	0	-1
PAFAH1B3 inh	12	7	0	8	0	4	11	10	4	7
PME-1 inh	3	-3	1	2	-1	-1	2	7	-2	2
PAFAH1B2 inh	1	-6	11	1	2	8	3	4	7	1
LYPLA2 inh	-3	0	0	10	0	0	7	7	0	24
PAD4 inh	-1	0	-8	0	-2	5	-2	-2	-4	-3
pPAFAH inh	-1	-9	-1	5	2	-2	6	6	5	4
PAFAH2 inh	0	-16	-1	26	-5	1	2	5	6	2
GSTO1 inh	-1	-6	1	4	-2	3	7	25	3	-1

An excerpt from above in order of their number in PME-1 inh, falling.
item	Molecule	PME-1 inh
20	COc1ccc(NC(=O)Cn2c([N+](=O)[O-])cnc2C)cc1Cl	2
13	Cc1ccc(NC(=O)CCC(=O)OCc2ccc(Br)cc2)cc1	1
16	O=C(Oc1cncc(Cl)c1)c1ccco1	-1

Further entries.
(21) C=CCN1C(=O)c2ccccc2NC1c1cc(Br)cs1 (stereo not given)
(22) N#Cc1ccccc1NC(=O)CSc1n[nH]c(=O)n1C1CC1
(23) CCc1nc(SCC(=O)NCCc2ccccc2)n[nH]1
(24) CCCc1cc(=O)[nH]c(SCC(=O)Nc2c(C)cccc2C)n1
(25) CCOC(=O)C1CCCN(C(=O)c2cc(-c3ccccc3)nc3ccccc23)C1 (stereo not given)
(26) CCOC(=O)c1c(N)sc(=S)c2c1CCC2
(27) COc1cc(/C=N/NC(=O)c2cccnc2)ccc1OS(=O)(=O)c1ccc(F)cc1
(28) COC(=O)c1ccc(NC(=O)CCOc2ccccc2)cc1
(29) COC(=O)N/N=C/c1cn(Cc2ccccc2F)c2ccccc12
(30) Cc1cccc2cc(C(c3nnnn3CC3CCCO3)N3CCCc4ccccc43)c(=O)[nH]c12 (stereo not given)

compound no.	21	22	23	24	25	26	27	28	29	30
LYPLA1 inh	-3	/	1	2	-3	2	-11	-1	0	-1
PAFAH1B3 inh	2	-4	11	7	1	18	3	9	7	4
PME-1 inh	-2	/	4	-4	5	7	-8	1	8	-1
PAFAH1B2 inh	-1	-1	9	4	7	5	-1	-1	2	8
LYPLA2 inh	0	/	-1	2	-3	5	-8	4	6	14
PAD4 inh	-2	-3	1	-2	-5	11	-6	-1	1	0
pPAFAH inh	0	1	4	6	6	49*	-6	2	12	10
PAFAH2 inh	-6	3	7	1	3	28	-9	-6	-1	0
GSTO1 inh	0	/	10	-2	-2	32	-10	-4	8	2

(31) CC1Cc2ccccc2N1C(=O)CN(C)CC(=O)Nc1ccc(OC(F)(F)F)cc1 (stereo not given)
(32) COc1cccc(N(CC(=O)N2CCc3ccccc3C2)S(C)(=O)=O)c1
(33) COc1cc(CNCCc2ccc(S(N)(=O)=O)cc2)ccc1OCC(=O)NC(C)(C)C
(34) COc1ccc(C)cc1-n1nnnc1SCC(=O)c1cc(C)n(Cc2ccco2)c1C
(35) O=C(CCN1CCN(S(=O)(=O)c2ccc(Br)cc2)CC1)Nc1ccccc1F
(36) CCn1c(SCC(=O)OC)nnc1C1CCCCC1
(37) O=C(CC(=O)N/N=C\c1ccc(F)cc1)NCCc1ccccc1
(38) CCn1c2ccccc2c2cc(C#N)c(N)nc21
(39) CN(CCC#N)CC(=O)Nc1ccc(S(N)(=O)=O)cc1
(40) CC(C)(C)C(=O)N1CCN(c2ccc(NC(=O)c3ccco3)cc2)CC1

compound no.	31	32	33	34	35	36	37	38	39	40
LYPLA1 inh	0	4	2	-3	3	0	-2	3	-3	0
PAFAH1B3 inh	-4	6	6	2	8	5	5	/	7	-8
PME-1 inh	6	0	-11	3	5	8	0	-2	-2	4
PAFAH1B2 inh	4	1	-1	2	25*	4	3	/	3	-1
LYPLA2 inh	8	2	1	-2	4	-3	-3	0	-3	7
PAD4 inh	1	2	7	-1	-3	-5	0	-1	-7	-1
pPAFAH inh	3	2	3	3	5	7	3	8	1	3
PAFAH2 inh	3	1	-3	-5	-5	4	-6	/	6	5
GSTO1 inh	/	-2	4	-2	-4	-7	2	3	-8	7

(41) COc1ccc(-c2cc(C(=O)NC3CCCC3)no2)cc1OC
(42) Nc1c(C(=O)NCc2ccc(Cl)cc2)sc2nc3c(c(C(F)(F)F)c12)CCC3
(43) COc1ccc(NC(=O)CN(c2cccc(F)c2)S(C)(=O)=O)cc1OC
(44) COCCCNC(=O)c1ccc(NS(C)(=O)=O)cc1
(45) O=C1c2cc3ccccc3c(-c3ccccc3)c2C(=O)N1c1ccccn1
(46) CC(Nc1nc(-c2ccc(F)cc2)cs1)c1nc2cc(Cl)c(N3CCCCC3)cc2n1CCCO (stereo not given)
(47) Cn1nc(C(C)(C)C)cc1NC(=O)Nc1cc(Cl)cc(Cl)c1
(48) O=c1[nH]cc(N=Cc2cc([N+](=O)[O-])ccc2O)c(=O)[nH]1
(49) CSC1=NCCN1S(=O)(=O)c1ccc(C)cc1
(50) Cc1ccc(-c2nc(-c3ccc(Cl)cc3)sc2CC(=O)O)c(C)c1

compound no.	41	42	43	44	45	46	47	48	49	50
LYPLA1 inh	2	1	2	0	-1	0	-22	0	5	0
PAFAH1B3 inh	4	-19	1	2	6	-9	12	/	8	9
PME-1 inh	1	6	-4	0	4	6	-6	-6	-4	0
PAFAH1B2 inh	0	1	2	-2	4	5	-3	/	6	9
LYPLA2 inh	4	-1	-6	3	3	-3	-18	-4	2	-2
PAD4 inh	3	-2	2	-1	3	-1	2	2	2	-3
pPAFAH inh	3	-2	2	6	3	11	-1	1	0	1
PAFAH2 inh	-3	-6	5	1	-5	-1	1	/	-1	12
GSTO1 inh	1	-5	0	-2	-1	6	-22	18	11	-2

2 entries from above, as labelled records.
[46] CC(Nc1nc(-c2ccc(F)cc2)cs1)c1nc2cc(Cl)c(N3CCCCC3)cc2n1CCCO (stereo not given)
  LYPLA1 inh: 0 | PAFAH1B3 inh: -9 | PME-1 inh: 6 | PAFAH1B2 inh: 5 | LYPLA2 inh: -3 | PAD4 inh: -1 | pPAFAH inh: 11 | PAFAH2 inh: -1 | GSTO1 inh: 6
[47] Cn1nc(C(C)(C)C)cc1NC(=O)Nc1cc(Cl)cc(Cl)c1
  LYPLA1 inh: -22 | PAFAH1B3 inh: 12 | PME-1 inh: -6 | PAFAH1B2 inh: -3 | LYPLA2 inh: -18 | PAD4 inh: 2 | pPAFAH inh: -1 | PAFAH2 inh: 1 | GSTO1 inh: -22

(listing goes on)
(51) Cc1ccnc(NC(=O)Cc2ccc(F)cc2)n1
(52) CC1CCCC(C)N1C(=O)COC(=O)CNC(=O)c1ccc(Cl)cc1Cl (stereo not given)
(53) Cc1cccc(Nc2nnc(SCC3CCCCO3)s2)c1 (stereo not given)
(54) O=[N+]([O-])c1cccc(-c2nnnn2-c2cccc(F)c2)c1
(55) CN(C)C(CNC(=O)CCc1nc2ccccc2s1)c1ccccc1 (stereo not given)
(56) O=C(COc1ccccc1[N+](=O)[O-])OCC(=O)c1ccc(Br)s1
(57) O=C(Nc1ccc(NC(=O)C2CC2)nc1)c1ccco1
(58) Cc1ccc2nc(-c3ccc(SCC(=O)Nc4nc(C)cs4)nc3)[nH]c2c1
(59) NC(=O)C1=C[C@@H](c2ccc(Br)cc2)C[C@@H](OCc2ccc(CO)cc2)O1
(60) Cc1cc(C(=O)OC2CCOC2=O)c2ccccc2n1 (stereo not given)

compound no.	51	52	53	54	55	56	57	58	59	60
LYPLA1 inh	3	4	2	1	-1	/	3	-7	-2	2
PAFAH1B3 inh	0	3	-3	8	11	1	-6	-12	-2	2
PME-1 inh	4	9	2	5	-3	/	-4	-14	-3	-3
PAFAH1B2 inh	2	5	5	5	5	2	2	-9	-1	8
LYPLA2 inh	7	3	7	-6	-3	/	0	-18	-3	4
PAD4 inh	7	6	-5	-1	-1	-2	0	-5	-1	4
pPAFAH inh	4	2	10	1	2	26*	4	-2	2	6
PAFAH2 inh	12	4	-5	2	3	13	17	-14	2	-3
GSTO1 inh	2	13	-14	-3	1	/	9	-7	0	2

(61) Cc1ccc(C(=O)Nc2nc(C(C)(C)C)cs2)s1
(62) O=C(NC1CCCC1)c1cc2nc(-c3ccccc3)cc(-c3ccccc3)n2n1
(63) O=C(Nc1ccc2c(c1)OCCO2)c1cc(F)c(F)cc1Cl
(64) COc1ccc(OC)c(NC(=O)CSc2ccc3ccccc3c2)c1
(65) COCc1ccc(C(=O)N2CCCC(Nc3ccc(C(C)C)cc3)C2)s1 (stereo not given)
(66) Cn1nc(C(=O)Nc2cccc(C(=O)NC3CC3)c2)c2ccccc2c1=O
(67) CNS(=O)(=O)c1cc(NC(=O)CCCNC(=O)c2ccc(Cl)cc2)ccc1C

compound no.	61	62	63	64	65	66	67
LYPLA1 inh	-2	1	-2	-4	1	2	1
PAFAH1B3 inh	-2	5	4	9	0	3	2
PME-1 inh	-3	3	3	1	5	-5	6
PAFAH1B2 inh	3	0	2	12	24	5	1
LYPLA2 inh	-10	0	7	0	0	7	-2
PAD4 inh	0	-2	-4	-3	-1	-2	-1
pPAFAH inh	-2	1	1	11	8	-1	-3
PAFAH2 inh	18	-1	4	4	1	-6	7
GSTO1 inh	-6	-4	0	7	3	/	0
